Source: PubChem BioAssay
LYP inhibition = PTPN22 lymphoid phosphatase activity blockers – biochemical, fluorescence intensity, uHTS (AID 1779); inhibition, % at 11.5 µM, or IC50 in µM where a hit was titrated; 0.054% of 290,000 active; recombinant LYP phosphatase, fluorescence intensity; higher % means a stronger effect; in the data active means inhibition above about 50%;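 further: plate controls were vehicle with enzyme for no effect and no enzyme for full effect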
GPR35 arrestin U2OS = inhibition of zaprinast-stimulated GPR35 beta-arrestin translocation – imaging, U2OS, beta-arrestin-GFP, zaprinast agonist, primary screen (AID 2058); U2OS GPR35 beta-arrestin-GFP translocation imaging, zaprinast antagonism; higher % means a stronger effect; inhibition, % at 10 µM; hits with a dose series show IC50 in µM; 0.052% of 290,000 active;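 active means inhibition of at least 50% with at least 30 cells and total cytoplasm GFP at most 10,000,000; inconclusive means under 30 cells or total GFP of 10,000,000 plus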
SIAH1 antagonists = Siah-1 peptide-binding antagonists, primary screen, biochemical, fluorescence polarization, rhodamine-plectin, uHTS (AID 1817) | Siah-1 / rhodamine-plectin peptide fluorescence polarization; higher % means a stronger effect | one-dose displacement, % at 20 µM; IC50 in µM for titrated hits | 0.02% of 290,000 active;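 active means displacement of at least 50% at 20 µM, with a fluorescence ratio check between 0.3 and a set limit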;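 further: plate controls were Siah plus tracer with DMSO for no effect and tracer alone without Siah for full effect; strong numbers were not always called active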
GPR55 LPI antagonism = GPR55 antagonists blocking LPI-driven arrestin recruitment, primary screen, imaging, U2OS, beta-arrestin-GFP, LPI agonist (AID 2013); U2OS GPR55 beta-arrestin-GFP translocation imaging, LPI antagonism; higher % means a stronger effect; one-dose inhibition, % at 10 µM; IC50 in µM for titrated hits; 0.13% of 290,000 active;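 active means spots per cell inhibited over 60%, with over 100 cells counted and total cytoplasm intensity under 500,000; inconclusive means wells with under 100 cells, flagged as likely toxic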;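 further: U2OS cells stably carrying GPR55 and arrestin-GFP stimulated by 5 µM LPI near EC80; imaged beta-arrestin-GFP aggregate spots per cell after agonist stimulation; plate controls were LPI-stimulated DMSO wells for no effect and DMSO wells without LPI for full effect; some results filed as inactive read as strong as hits; confirmed hits need IC50 under 10 µM and bright autofluorescent wells are also inconclusive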
NTR1 agonist = agonists of NTR1, primary screen, imaging, U2OS cells, beta-arrestin-GFP, high content (AID 493036); 0.17% of 330,000 active; NTR1-U2OS beta-arrestin-GFP spot imaging, agonist mode; activation, % at 20 µM; P30989;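 active means activation at or above 40% of the spot to cytoplasm intensity ratio, with at least 20 cells analyzed; inconclusive means wells under 20 cells, flagged as cytotoxic or low count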;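 further: 0% = DMSO without peptide and 100% = 100 nM NTR1 peptide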
Target sequence (P30989 whole entry, looked up): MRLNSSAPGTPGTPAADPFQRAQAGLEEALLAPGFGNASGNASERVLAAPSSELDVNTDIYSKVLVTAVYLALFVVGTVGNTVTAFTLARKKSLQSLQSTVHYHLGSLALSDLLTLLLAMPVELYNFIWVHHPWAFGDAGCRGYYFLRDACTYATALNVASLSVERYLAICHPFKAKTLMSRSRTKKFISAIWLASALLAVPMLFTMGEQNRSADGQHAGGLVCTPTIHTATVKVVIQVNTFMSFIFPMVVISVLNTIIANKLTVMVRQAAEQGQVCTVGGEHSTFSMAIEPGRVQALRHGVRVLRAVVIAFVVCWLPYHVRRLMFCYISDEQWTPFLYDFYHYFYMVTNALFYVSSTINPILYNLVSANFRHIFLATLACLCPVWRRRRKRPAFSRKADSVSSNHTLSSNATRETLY
MgcRacGAP inhibition = MgcRacGAP GTPase-activating activity inhibitors, confirmation, biochemical, ADP Hunter fluorescence; MgcRacGAP-stimulated Rac1 GTP hydrolysis, ADP Hunter fluorescence; higher % means a stronger effect; GST-tagged Rac1 F28L mutant substrate; inhibition, % at 30 µM; hits with a dose series show IC50 in µM; 0.6% of 340,000 active; AID 624330;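 active means first-screen hits whose inhibition reached a set limit at any dose in the follow-up dose series; inconclusive means inhibition above the set first-screen limit but never retested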;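 further: fluorescence reports GDP produced by GAP-driven GTP hydrolysis; strong numbers were not always called active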
Myeloid diff MLP = myeloid differentiation induction; calls only at 10 µM; ER-HoxA9 myeloid progenitors, lysozyme-GFP differentiation, flow cytometry; 1% of 360,000 active;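 active means normalized GFP-positive differentiation at or above the plate's own cutoff, the solvent-only control mean plus 3 SD; inconclusive means no clear call, values can overlap the other calls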;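 further: cells exposed to compound for four days before flow analysis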
HIV fusion peptide = inhibitors of HIV fusion peptide binding, primary screen, biochemical, uHTS, fluorescence dequenching (AID 1986); cell-free peptide binding, fluorescence dequenching, 30 min; higher % means a stronger effect; inhibition, % at 20 µM; hits with a dose series show IC50 in µM; 0.3% of 290,000 active; in the data active means inhibition mostly above about 52%, no sharp cut-off; inactive means mostly below about 76%; further: some results filed as inactive read as strong as hits
Salmonella PhoP GFP = inhibitors of PhoP regulon expression, primary screen, Salmonella Typhimurium, GFP reporter (AID 1863); S. Typhimurium PhoP-regulated promoter GFP reporter, 4 h; higher % means a stronger effect; one-dose inhibition, % at 50 µM; IC50 in µM for titrated hits; 0.16% of 300,000 active;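 active means inhibition over 29.93%, a cutoff 3 SD above the screen mean, later confirmed by dose response; inconclusive means inhibition over 29.93% but no dose response follow-up; inactive means inhibition at most 29.93% or unconfirmed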;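 further: 0% = low Mg2+ inducing control and 100% = high Mg2+ repressing control; strong numbers were not always called active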
NTR1 agonist cell count 20 µM = second read-out of NTR1 agonist, no call of its own (marks repeat the call); cell count; measured here: cell count, cytotoxicity flag
Myeloid diff MLP GFP+ MAC1+ % = recorded beside Myeloid diff MLP, whose call it bears; GFP+ MAC1+ double positive, %; measured here: differentiation confirmed by MAC1 staining
An asterisk follows results filed as active; i = inactive; ? = inconclusive; nt = no result given; & = joins results of further samples.

SMILES | LYP inhibition | GPR35 arrestin U2OS | SIAH1 antagonists | GPR55 LPI antagonism | NTR1 agonist | NTR1 agonist cell count 20 µM | MgcRacGAP inhibition | Myeloid diff MLP | Myeloid diff MLP GFP+ MAC1+ % | HIV fusion peptide | Salmonella PhoP GFP
CC(=O)c1sc(NC(=O)c2cc(=O)c3ccccc3o2)nc1C | -3% | 1% | -1% | -1% | 0.5 | 46 | 5% | i | 0.4 | -0.2% | -4%
CN(C)c1ccc(C(=O)Nc2ccc(O)c3c(=O)cc(-c4ccccc4Cl)oc23)cc1 | -8% | -12% | 14% | 4% | 1.5 | 90 | 16% | i | 1.5 | 2.5% | 4%
COc1ccc(-c2[nH]ncc2-c2nc(C)cs2)c(O)c1 | -5% | 12% | -3% | 2% | 1.4 | 53 | -3% | i | 1.1 | -4.5% | -7%
O=c1[nH]nc(Cc2ccc(-c3ccc(Cl)cc3)o2)c2ccccc12 | -14% | 2% | -6% | -9% | 0.5 | 79 | 3% | i | 0.6 | 6.2% | -3%
COc1ccc(/C=C/C(=O)Nn2cnnc2)cc1 | -4% | 18% | -9% | 4% | 0.6 | 38 | -1% | i | 0.5 | -2.7% | 16%
CCOc1cc(C2C(C#N)=C(N)Oc3n[nH]c(CC)c32)ccc1OCCN1CCOCC1 (configuration not stated) | -3% | -6% | -7% | -1% | -0.7 | 68 | 10% | i | 0.2 | 1.1% | -5%
CCC1CCCCN1C(=O)CCS(=O)(=O)c1ccccc1 (configuration not stated) | -13% | -3% | 5% | -9% | 1.0 | 59 | -1% | i | 1.4 | -0.8% | -1%
CC1CN(C2=NC(=O)/C(=C/c3ccncc3)S2)CC(C)O1 (configuration not stated) | -3% | 5% | -4% | -8% | 0.5 | 64 | -4% | i | 0.3 | 0.2% | -7%
COc1cc2c(cc1OC)C(c1ccccc1)N(C(=O)c1ccccc1F)CC2 (configuration not stated) | 9% | 8% | 0% | 3% | 0.2 | 97 | 12% | i | 0.6 | 0.0% | -6%
CC1CCN(C(=O)Cn2cc3c(n2)CCCC3)CC1 | 0% | -3% | 7% | 0% | 2.0 | 61 | 3% | i | 1.4 | -2.9% | -9%
C=CCNC(=S)Nc1cc(C)ccn1 | -8% | -14% | 3% | 7% | 0.2 | 55 | 5% | i | 0.4 | -1.4% | 9%
Cc1cc(NC(=O)c2ccoc2C)no1 | -7% | 4% | -2% | 11% | -2.9 | 105 | 8% | i | 0.3 | 3.1% | 5%
COc1ccc(S(=O)(=O)NCC(c2cccnc2)N2CCN(c3ccc(F)cc3)CC2)cc1C (configuration not stated) | -5% | 2% | 6% | 1% | nt | nt | 6% | i | 0.8 | 1.5% | -1%
C/C(=N\NC(=O)c1nnn(-c2nonc2N)c1-c1ccc2c(c1)OCO2)c1cccs1 | -1% | -4% | 2% | -8% | 9.0 | 47 | 8% | i | 3.2 | -0.3% | -6%
CCCCOC(=O)C1=C(C)NC2(O)c3ccccc3C(=O)C12O (configuration not stated) | -7% | -8% | -2% | 14% | 0.0 | 49 | 1% | i | 1.3 | -2.3% | -4%
CCN(CC)CCNC(C(=O)Nc1ccc([N+](=O)[O-])cc1Br)c1ccccc1 (configuration not stated) | 1% | -6% | -1% | -8% | -0.8 | 76 | 2% | i | 1.2 | 0.9% | 9%
O=C(Nc1ccc(Cc2ccncc2)cc1)c1ccco1 | -8% | -6% | 1% | 9% | -1.7 | 43 | 7% | i | 0.4 | 2.0% | 11%
Cc1cc2n(n1)C(c1sccc1C)Nc1c(C)cccc1-2 (configuration not stated) | -4% | 15% | 2% | -15% | 6.5 | 79 | 1% | i | 3.1 | 1.3% | -7%
O=[N+]([O-])c1cnccc1NC1CCCCC1 | -8% | 17% | -1% | 2% | 2.2 | 46 | 5% | i | 0.3 | -0.9% | 11%
CC1C(=O)N2CCCc3cc(NC(=O)C(=O)NCCc4ccc(F)cc4)cc1c32 (configuration not stated) | nt | nt | nt | nt | 1.1 | 75 | 10% | i | 0.6 | nt | 1%
Cc1ccc(Nc2ccc(NCc3ccccc3)nn2)cc1C | -1% | 1% | -1% | 7% | -0.5 | 49 | 11% | i | 1.2 | 0.5% | 10%
CCOC(=O)C1=C(c2ccccc2)Nc2ncnn2C1c1cccc(O)c1 (configuration not stated) | -5% | -3% | -2% | 2% | 1.5 | 60 | 10% | i | 0.3 | 0.3% | -3%
Cn1c(N)c(C(=O)COC(=O)c2cc(C(F)(F)F)nc3ccccc23)c(=O)n(Cc2ccccc2)c1=O | 2% | -21% | 4% | -2% | 33 | 65 | nt | nt | nt | 1.4% | 3%
CCOC(=O)C1=C(C)C(c2ccccc2O)NC(=O)N1 (configuration not stated) | -10% | 4% | 0% | -8% | 0.2 | 83 | 6% | i | 0.6 | -3.6% | -10%
COc1ccc(S(=O)(=O)NCc2cccnc2)cc1Br | -10% | 1% | 16% | 4% | -0.4 | 83 | 4% | i | 0.6 | -1.1% | 1%
O=C(NCCN1CCOCC1)c1ccc2ccccc2c1 | -8% | 13% | 3% | 24% | -1.7 | 31 | 2% | i | 0.4 | 14% | 21%
CC(C)(C)OC(=O)N1CC=C2C(C#N)=C(N)C(C#N)(C#N)[C@H](c3cccnc3)[C@H]2C1 | 0% | 4% | -5% | 5% | 2.7 | 68 | -2% | i | 3.3 | 3.9% | 12%
O=C(Nc1nc(-c2ccccc2)cs1)c1cccc(S(=O)(=O)N2CCN(Cc3ccccc3)CC2)c1 | 12% | 6% | 2% | 1% | -0.3 | 65 | 6% | i | 0.6 | -1.3% | 2%
CCCCCCSc1cc(-c2nc3ccc(Cl)cn3c2NC2CCCCC2)ccc1OC | nt | nt | nt | nt | -2.1 | 102 | 9% | ? | nt | nt | -5%
c1ccc(Cc2nnc3sc(-c4ccc5c(c4)OCCO5)nn23)cc1 | 2% | 9% | 1% | 16% | 3.3 | 53 | -2% | i | 1.5 | 0.8% | -1%
COc1ccc(COc2ccsc2C(=O)Nc2ccc(Cl)cc2)cc1 | -6% | 2% | 7% | 0% | 18 | 58 | 11% | i | 16 | -1.0% | -10%
Cn1nc(C(=O)NNC(=O)c2ccc(Cl)cc2)ccc1=O | nt | nt | nt | nt | 1.7 | 49 | 6% | i | 0.5 | nt | 9%
NNC(=S)Nc1ccc(Cl)cc1 | -4% | -1% | 0% | 2% | 1.4 | 48 | -4% | i | 0.1 | -0.4% | 30%
CCN(CC)Cc1cc(Nc2ccnc3cc(Cl)ccc23)ccc1O | 0% | -6% | -2% | 0% | 0.2&0.2 | 66&63 | 20%&23% | ? | 0.9 | -1.5% | 3%&-5%
COc1ccc(-c2nc(CN(CC3CCC(=O)N3)C(C)C)c(C)o2)c(C)c1C (configuration not stated) | -2% | 22% | -7% | 10% | 2.0 | 97 | 4% | i | 0.5 | -0.9% | 7%
O=c1oc2ccccc2n1Cc1ccccc1Cl | -4% | 8% | -5% | 9% | -2.3 | 54 | 6% | i | 2.1 | -0.2% | 8%
CCNS(=O)(=O)c1ccc(NC(=O)c2cccnc2)cc1 | -7% | 3% | 2% | -8% | 3.7 | 80 | -7% | i | 9.3 | -2.4% | -1%
Cc1ccc(S(=O)(=O)N(CC(=O)Nc2ccccc2C(=O)O)c2ccc(Cl)cc2)cc1 | -7% | -2% | -6% | -12% | -0.7 | 27 | 1% | i | 0.8 | 44% | -6%
CCOC(=O)C(=O)N/N=C/c1cccc(Br)c1 | -5% | 7% | 12% | -5% | 1.4 | 49 | -7% | i | 0.7 | -0.3% | -9%
O=C(Nc1ncccc1Cl)c1cccc(F)c1 | -3% | 4% | 6% | 4% | -0.3 | 83 | 8% | i | 2.1 | 0.7% | 13%
CC(=O)Nc1ccc(/C(C)=N/NC(=O)c2ccc(F)cc2)cc1 | -3% | 3% | -1% | -7% | -1.1 | 40 | 2% | i | 0.6 | -0.5% | -9%
O=C(Cn1cnc2ccccc21)N1CCc2ccccc21 | -6% | 11% | 7% | 7% | 0.1 | 84 | 0% | i | 0.8 | -1.3% | -8%
COc1ccccc1/C=C/CN1CCN(c2ccccc2)CC1 | -7% | 3% | 2% | 0% | 0.5 | 36 | 16% | i | 6.5 | -3.2% | 3%
CCc1cc2c(SCC(=O)Nc3cc(C)on3)ncnc2s1 | -4% | 2% | -3% | -1% | 1.5 | 67 | 3% | i | 0.8 | 2.3% | 2%
CCc1nc2sc3c(c2c(=O)n1N)CC(C)(C)OC3 | -3% | 5% | 10% | -2% | -0.9 | 85 | 6% | i | 0.0 | -0.3% | 12%
CCOC(=O)c1sc(NC(=O)c2ccc(S(=O)(=O)N(C)C)cc2)nc1C | -6% | 4% | 0% | -6% | 0.8 | 41 | 3% | i | 0.2 | -0.6% | 8%
CCC(=O)NC1(Cc2ccc(O)cc2)CCCCC1 | -4% | -10% | 8% | 2% | -1.1 | 45 | 4% | i | 0.2 | 0.5% | -8%
Cc1cc(C(=O)Nc2ccccc2N2CCOCC2)c2ccccc2n1 | -4% | -11% | -6% | -5% | 0.9 | 31 | 19% | i | 0.9 | 19% | 4%
CCOC(=O)C1(CCCc2ccccc2)CCN(C(=O)CCOC)CC1 | -2% | 2% | -1% | 7% | 1.8 | 25 | 4% | i | 0.6 | 0.0% | 3%
O=C1c2cccc3cccc(c23)C(=O)N1CC1CCCO1 (configuration not stated) | -4% | 14% | -11% | -10% | 1.4 | 45 | 6% | i | 0.7 | -0.2% | -4%
CCN(CC)C(=O)CSc1nc2c(sc(=S)n2-c2ccc(C)cc2C)c(=O)[nH]1 | 5% | -5% | 0% | -14% | 2.8 | 87 | 9% | i | 0.6 | 3.3% | 6%
COc1ccc(NC(=O)C2Cc3ccccc3CN2C(=O)c2ccccc2)cn1 (configuration not stated) | 0% | 4% | 0% | -7% | -3.4 | 103 | 7% | i | 0.2 | 2.0% | -12%
CCn1c(=O)n(CC)c2cc(N3CCCC3)c(NC(=O)c3ccc(F)cc3)cc21 | -4% | -5% | 5% | -3% | 3.6 | 70 | 17% | i | 1.2 | -1.0% | -2%

No enrichment for hits, and some 2.4% of all compounds hit somewhere here.
